Source: PubChem BioAssay
FBW7 activator = FBW7 E3 ligase activators, primary screen, biochemical, AlphaScreen, human; normalized activity (activation), % at 26.1 µM; hit rate 0.13% among 650,000; F-box/WD repeat-containing protein 7 (Homo sapiens), Q969H0; AID 1259310, 2017; AlphaScreen FBW7–phospho-cyclin E peptide binding, activator screen; in the data active means normalized activity above about 1.9%;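 further: purified mutant Fbw7 with reduced substrate affinity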
Target sequence (Q969H0 whole entry, looked up): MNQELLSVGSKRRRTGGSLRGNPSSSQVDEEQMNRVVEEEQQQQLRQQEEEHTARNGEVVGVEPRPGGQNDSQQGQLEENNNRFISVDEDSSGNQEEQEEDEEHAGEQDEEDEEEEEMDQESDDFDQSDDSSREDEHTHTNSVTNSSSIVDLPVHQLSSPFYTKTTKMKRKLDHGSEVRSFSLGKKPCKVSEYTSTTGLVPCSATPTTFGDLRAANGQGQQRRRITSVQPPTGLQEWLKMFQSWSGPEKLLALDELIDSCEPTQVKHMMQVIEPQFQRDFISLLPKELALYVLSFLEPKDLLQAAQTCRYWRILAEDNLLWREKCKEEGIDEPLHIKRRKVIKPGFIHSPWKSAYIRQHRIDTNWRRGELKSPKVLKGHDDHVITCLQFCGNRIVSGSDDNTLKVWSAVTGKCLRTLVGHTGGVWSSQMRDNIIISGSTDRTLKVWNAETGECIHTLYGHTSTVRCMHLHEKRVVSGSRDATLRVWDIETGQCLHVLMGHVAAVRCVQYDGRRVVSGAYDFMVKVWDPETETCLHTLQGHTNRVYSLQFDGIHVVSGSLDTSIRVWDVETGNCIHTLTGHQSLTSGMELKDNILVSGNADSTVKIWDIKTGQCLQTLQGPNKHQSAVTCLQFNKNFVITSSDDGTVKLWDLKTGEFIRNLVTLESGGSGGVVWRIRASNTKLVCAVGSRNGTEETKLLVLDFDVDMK
TEAD-YAP block = TEAD-YAP interaction inhibition, primary screen, TEAD-YAP interaction inhibitor project, luminescence, HEK-TIYL cells; hit rate 1.4% among 640,000; inhibition, % at 9.12 µM; AID 1259422, 2018; TEAD-Gal4/YAP UAS-luciferase luminescence; in the data active means inhibition above about 32%;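 further: 0% = median of test compound wells and 100% = reference inhibitor wells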
GPR151 activ = activators of human GPR151, primary screen, cell-based, PathHunter beta-arrestin, luminescence; G-protein coupled receptor 151 (Homo sapiens), Q8TDV0; PathHunter beta-arrestin GPR151 cells; hit rate 1% among 650,000; activation, % at 11.2 µM; in the data active means activation above about 4.9%;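 further: 0% = median of compound wells and 100% = cells with positive control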
Target sequence (Q8TDV0 whole entry, looked up): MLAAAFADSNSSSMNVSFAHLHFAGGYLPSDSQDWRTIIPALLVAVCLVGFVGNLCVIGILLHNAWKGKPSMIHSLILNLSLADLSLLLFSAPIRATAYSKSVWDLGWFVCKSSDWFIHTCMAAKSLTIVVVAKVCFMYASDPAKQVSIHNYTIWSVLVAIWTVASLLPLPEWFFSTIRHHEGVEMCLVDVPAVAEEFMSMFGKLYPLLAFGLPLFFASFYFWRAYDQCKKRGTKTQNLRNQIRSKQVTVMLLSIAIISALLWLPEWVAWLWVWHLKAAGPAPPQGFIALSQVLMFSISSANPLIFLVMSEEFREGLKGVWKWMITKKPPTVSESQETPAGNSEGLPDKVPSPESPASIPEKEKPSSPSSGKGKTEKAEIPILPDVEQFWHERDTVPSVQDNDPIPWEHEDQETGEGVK
MITF inh = MITF inhibitors, primary screen, biochemical, AlphaScreen, human | AlphaScreen MITF homodimerization, bead proximity signal | Microphthalmia-associated transcription factor (Homo sapiens), O75030 | inhibition, % at 2.6 µM | hit rate 0.91% among 650,000; in the data active means inhibition above about 50%;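 further: 0% = vehicle wells with protein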
Active calls of the source: *.

Values run as follows: FBW7 activator	TEAD-YAP block	GPR151 activ	MITF inh
[1] COC(=O)C1=CN(C)C=C(C(=O)OC)C1c1ccccc1OC
  0.0	-4.6	2.1	6.6
[2] COc1ccc(Cn2c(SCC(=O)N3CCCC3)nc3c(sc4ccccc43)c2=O)cc1
  0.1	3.0	-0.1	0.2
[3] C=CCNCCC1CCC(=O)N1CCc1nc2ccc(Cl)cc2[nH]1 (stereo not given)
  0.0	-4.5	0.0	-3.5
[4] CCOC(=O)c1c(NC(C)=O)sc2c1CCN(C(C)C)C2
  -0.2	11.9	-2.4	10.8
[5] CCc1ccc2c(c1)C(c1ccc(O)c(C)c1)(c1ccc(O)c(C)c1)C(=O)N2
  0.1	-1.7	0.8	7.4
[6] COc1ccc(NC2=C(Cl)C(=O)N(c3cccc(Cl)c3)C2=O)c(OC)c1
  -0.1	3.9	0.7	2.1
[7] CCOC(=O)N1CCc2c(sc(NCc3ccc(N(CC)CC)cc3)c2C(=O)Nc2ccccc2OCC)C1
  -0.2	12.6	0.5	5.7
[8] CCOC(=O)c1ccc(N2C(=O)c3n[nH]c(C)c3C2c2ccc(OC)cc2)cc1 (stereo not given)
  0.8	8.0	-1.5	13.6
[9] COc1ccc(NC(=O)c2nn3c(c2Cl)NC(c2ccco2)CC3C(F)(F)F)cc1OC (stereo not given)
  0.1	4.4	-1.2	-2.3
[10] Cc1ccc(-c2noc(CNC(=O)C(C)(C)Oc3ccc(Cl)cc3)n2)cc1
  0.2	7.4	1.1	-25.8
[11] O=S(=O)(c1ccc(-c2csc(N3N=C(c4ccccc4)CC3c3ccccc3)n2)cc1)N1CCOCC1 (stereo not given)
  1.1	-14.5	0.8	17.6
[12] COc1cc(Nc2cc(-c3ccc(C(=O)NC4CC4)cc3)nc(N)n2)cc(OC)c1OC
  0.0	-0.8	-0.5	-9.6
[13] O=c1ccc2ccc(Oc3nnnn3-c3ccccc3)cc2o1
  0.0	-9.9	0.2	-9.6
[14] Cc1ccc(C)n1-c1nnc(N2CCC(C(=O)NCc3cccs3)CC2)s1
  -0.1	0.8	-2.3	-1.4
[15] COc1cc2nc(-c3ccc(C(N)=O)cc3)nc(Nc3cc(OC)c(OC)c(OC)c3)c2cc1OC
  -0.2	21.7	-1.2	5.4
[16] Cc1cc(NC(=O)CSc2nc3c(sc(=S)n3Cc3ccco3)c(=O)n2-c2ccc(F)cc2)no1
  -0.1	0.4	-0.4	-19.6
[17] CCSc1nc(O)cc(=O)n1CC
  0.5	17.2	-1.1	15.0
[18] Cc1cc2c(c(=O)n1Cc1cccs1)C(c1cccs1)C(C#N)=C(N)O2 (stereo not given)
  0.1	6.1	-1.0	13.2
[19] Cc1ccc(/C=C(\NC(=O)c2ccccc2)C(=O)NCc2ccccc2C(F)(F)F)o1
  0.3	-3.4	-0.8	0.8
[20] Cc1ccc(-c2csc3ncn4cnnc4c23)cc1
  -0.1	-0.1	1.1	4.1
[21] CCC(C)(C)NS(=O)(=O)c1c[nH]c(C(=O)OC)c1
  0.2	-1.4	-0.5	7.9
[22] Cl/C(=C\c1ccccc1)CN1CCc2nnc(C3CCCO3)n2CC1 (stereo not given)
  0.0	-7.3	2.5	-1.2
[23] C/C(=N/O)c1cc2c(cc1N1Cc3ccccc3C1)OCO2
  -0.1	-29.5	-0.3	-4.4
[24] O=C(O)CCN1C(=O)/C(=C\C(Cl)=C/c2ccc([N+](=O)[O-])cc2)SC1=S
  0.2	-8.4	1.3	20.5
[25] CCCCS(=O)(=O)N1CCC(Cn2cnc3ccccc32)CC1
  0.1	5.5	1.1	10.1
[26] CC(SC(=S)N1CCSCC1)C(=O)O (stereo not given)
  0.8	-2.5	-0.5	-12.5
[27] COc1cc(OC)cc(C(=O)NCC(=O)N/N=C/c2cc(OC)c(OC)c(OC)c2)c1
  0.0	2.5	-1.8	-0.5
[28] COc1ccccc1/C=C1\SC(=S)N(NC(=O)c2cccnc2)C1=O
  0.4	4.2	0.6	7.6
[29] Cc1ccc2ccc(S(=O)(=O)N3CCCCC3)cc2c1
  0.0	-0.6	2.0	-7.2
[30] COc1cc(C=O)cc(Br)c1OCC(=O)Nc1cccc(C)c1
  0.7	5.6	-0.9	18.3

5 entries out of the list, arranged by number of heavy atoms, falling:
Values run as follows: FBW7 activator	TEAD-YAP block	GPR151 activ	MITF inh
[27] COc1cc(OC)cc(C(=O)NCC(=O)N/N=C/c2cc(OC)c(OC)c(OC)c2)c1
  0.0	2.5	-1.8	-0.5
[18] Cc1cc2c(c(=O)n1Cc1cccs1)C(c1cccs1)C(C#N)=C(N)O2 (stereo not given)
  0.1	6.1	-1.0	13.2
[13] O=c1ccc2ccc(Oc3nnnn3-c3ccccc3)cc2o1
  0.0	-9.9	0.2	-9.6
[29] Cc1ccc2ccc(S(=O)(=O)N3CCCCC3)cc2c1
  0.0	-0.6	2.0	-7.2
[20] Cc1ccc(-c2csc3ncn4cnnc4c23)cc1
  -0.1	-0.1	1.1	4.1

In another format: results already given.
29: Cc1ccc2ccc(S(=O)(=O)N3CCCCC3)cc2c1
30: COc1cc(C=O)cc(Br)c1OCC(=O)Nc1cccc(C)c1
assay / compound | 29 | 30
FBW7 activator | 0.0 | 0.7
TEAD-YAP block | -0.6 | 5.6
GPR151 activ | 2.0 | -0.9
MITF inh | -7.2 | 18.3

Continued.
Values run as follows: FBW7 activator	TEAD-YAP block	GPR151 activ	MITF inh
[31] COc1ccc(C(=O)Nc2sc(C)c(C)c2C#N)cc1[N+](=O)[O-]
  0.1	5.8	-1.1	74.3*
[32] COc1ccc(C(=O)N/N=C(\C)c2ccc(Cl)s2)cc1
  -0.1	-11.9	-0.6	-1.4
[33] COc1ccc2nc(/N=C/c3nc(-c4cc(Cl)ccc4OC)oc3O)sc2c1
  0.0	0.9	0.3	-0.4
[34] CCOc1ccc(Nc2oc(-c3ccc(F)cc3)nc2C#N)cc1
  -0.1	-7.4	-1.8	-14.7
[35] Cc1cc2c(cc1C)C(c1ccccc1F)CC(=O)N2 (stereo not given)
  0.1	8.7	1.2	3.0
[36] O=C(c1cc(COc2ccc3ncccc3c2)on1)N1CCC[C@H]1CO
  0.8	16.8	0.7	11.0
[37] Cc1c(C(=O)NCC2COc3ccccc3O2)cnn1-c1nccc(-c2ccco2)n1 (stereo not given)
  -0.3	8.0	-1.8	2.4
[38] O=C1/C(=C/c2ccccc2)Oc2c1ccc(O)c2CN1CCCCC1
  -0.2	-7.3	-0.7	-4.2
[39] Cc1cc(C(C)(C)C)oc1C(=O)Nc1ccccc1C(=O)O
  0.0	-38.9	0.4	-0.1
[40] CCOC(=O)CC(NS(=O)(=O)c1cc(OC)ccc1OC)c1cccs1 (stereo not given)
  0.0	0.5	0.7	8.5
[41] CN(C)CCNCCOc1ccccc1C#N
  -0.4	-4.6	0.8	-22.3
[42] CCOC(=O)c1c(NC(=O)/C=C/c2ccc(OCC)cc2)sc2c1CCC2
  0.3	2.6	-2.0	-1.6
[43] CN1C(=O)c2ccccc2N(C)C1c1cccs1 (stereo not given)
  0.0	-3.2	0.4	-4.7
[44] CC(C)NC(=O)c1ccc(-c2ccccc2)cc1
  -0.1	-60.3	1.4	2.9
[45] Cc1ccnc(NS(=O)(=O)c2ccc(NC(=O)c3cccc(Cl)c3)cc2)n1
  0.0	8.0	-0.7	3.9
[46] O=C(Nc1cc(F)cc(F)c1)c1ccc(N2CCc3ccccc32)c([N+](=O)[O-])c1
  0.0	12.5	1.2	22.8
[47] CC(C)N(CCNc1nc(N2CCN(Cc3ccc4c(c3)OCO4)CC2)nc2nc[nH]c12)C(C)C
  -0.1	5.0	0.7	4.9
[48] CC(C)S(=O)(=O)N1CCc2ccc(NC(=O)C3CCCO3)cc2C1 (stereo not given)
  0.0	4.2	0.3	3.7
[49] CC(C)Oc1ccc(C2CC(=O)NNC2=O)cc1 (stereo not given)
  0.1	8.9	1.2	4.5
[50] COCCn1c(=NC(=O)CN2C(=O)CCC2=O)sc2cc(Br)ccc21
  0.1	1.2	-0.3	0.5
[51] COCCN1CCCc2ccc(NC(=O)c3cccc(C)c3)cc21
  0.2	-38.9	-0.8	2.1
[52] CCOc1ccc2nc(N3CCCN(Cc4ccccc4O)CC3)nc(C)c2c1
  0.6	-2.9	0.1	-10.3
[53] O=C1C=C/C(=N/N(Cc2ccccc2)c2ccccc2)O1
  0.1	5.0	-0.7	4.2
[54] Cn1c(SCc2ccccc2F)nc2ccccc2c1=O
  -0.1	-0.7	0.7	6.0
[55] O=C(NCc1ccccc1)C(c1cccnc1)N(C(=O)c1ccccn1)c1ccccc1F (stereo not given)
  -0.2	-3.2	-0.3	0.9
[56] CCc1c(C(=O)N2CCOCC2)csc1C
  0.0	13.4	-1.6	13.0
[57] O=C(NC1CC1)c1ccc(-c2cnn3c(N4CCC(O)CC4)ccnc23)cc1
  -0.4	-26.7	0.5	-8.6
[58] COc1ccc(-c2cc(C(F)(F)F)n3ncc(C(=O)NCCc4c[nH]c5ccccc45)c3n2)cc1OC
  0.1	-0.3	1.9	24.2
[59] Cc1cc(C)n2c(SCc3cccc(Oc4ccccc4)c3)nnc2n1
  0.0	-13.3	0.4	22.9
[60] COc1ccc(Nc2nc3ccccc3n2C)cc1
  -0.3	-6.0	-4.1	15.3

Following part.
Values run as follows: FBW7 activator	TEAD-YAP block	GPR151 activ	MITF inh
[61] CCOC(=O)C1=C(c2ccccc2)N=C2SCC(=O)N2C1c1ccc(F)cc1 (stereo not given)
  -0.1	-6.9	-0.8	-5.1
[62] O=C(C1=C(O)C(=O)N(CCCN2CCOCC2)C1c1ccc(Cl)cc1)c1ccco1 (stereo not given)
  -0.1	-0.2	-1.7	-12.4
[63] CCOc1ccc(N2C(=O)c3ccc(N4Cc5ccccc5C4)cc3C2=O)cc1
  0.1	-4.9	1.0	15.8
[64] O=C(O)C1Cc2ccccc2CN1S(=O)(=O)/C=C/c1ccccc1 (stereo not given)
  -0.2	11.0	0.3	1.8
[65] C/C(=N/O)c1oc2ccc3c(C)cc(=O)oc3c2c1C
  -0.1	3.6	-0.9	-3.8
[66] COc1cc(C)c(CN2CCc3nnc(CCNC(=O)c4ccco4)n3CC2)cc1C
  -0.1	3.9	-1.2	-1.0
[67] CC(/C=C/c1ccc2c(c1)OCO2)=N\NC(=O)c1cc(C)[nH]n1
  0.1	-30.7	-2.0	6.1
[68] CCOC(=O)c1cnn(-c2ccc(F)cc2)c1CN1CCC(C(N)=O)CC1
  -0.5	-4.4	-1.2	-8.1
[69] C/C(CC(=O)Nc1ccc(N(C)C)cc1)=N\NC(=O)c1ccncc1
  -0.3	-5.6	-0.6	7.6
[70] CCn1c2c(c(=O)[nH]c1=O)C(c1ccccc1)C1=C(N2)c2ccccc2C1=O (stereo not given)
  -0.2	-1.3	0.3	3.5
[71] CC(C)c1ccc(NC(=O)C2C3C=CC4(O3)C2C(=O)N(CCc2ccccc2)C4C(=O)NC2CCCCC2C)cc1 (stereo not given)
  -0.2	-4.0	1.9	-1.6
[72] CCN(C(=O)c1cn(C)c(=O)c2ccccc12)c1cccc(C)c1
  -0.1	3.0	1.7	1.1
[73] Cc1cc2nc(-c3ccc(N)cc3)oc2cc1C
  -0.2	83.4*	-7.7	1.5
[74] CC(C)C1=NN2C(=N)/C(=C/c3ccc(-c4ccc([N+](=O)[O-])cc4Cl)o3)C(=O)N=C2S1
  0.0	-2.1	-0.2	-4.4
[75] CCCOc1c(Br)cc(C2NC(=O)NC(C)=C2C(=O)OCC)cc1OC (stereo not given)
  0.1	-8.4	-1.2	-12.0
[76] CCC(=O)Nc1ccc(C(=O)c2ccccc2)cc1
  0.1	-24.1	0.0	-13.4
[77] CCOC(=O)c1ccc(OC(=O)c2cccnc2)cc1
  0.2	5.2	0.6	-6.7
[78] COc1ccc(/C=N/NC(=O)c2ccc(O)cc2O)cc1O
  0.5	-19.8	-1.1	0.9
[79] CN(C(=O)C1CCOCC1)C(Cc1ccccc1)C1CCN(C(=O)c2ccsc2)CC1 (stereo not given)
  0.1	-47.2	-0.6	-16.4
[80] CC(C)Oc1ccc(Br)cc1/C=C1\NC(=O)NC1=O
  0.1	8.6	-0.4	3.5
[81] O=C(Nc1ccc(NC(=O)c2ccccc2)c(Br)c1)c1ccc(Cl)c([N+](=O)[O-])c1
  -0.3	-8.8	-0.4	21.4
[82] Clc1ccc(Nc2nnc(-c3ccccc3)c(-c3ccccc3)n2)cc1
  0.1	2.7	-0.7	10.2
[83] CC1=CC(=C2C(=O)c3ccccc3C2=O)C=C(C)N1Cc1ccco1
  0.0	-30.3	-0.6	0.9
[84] Clc1ccc(C2=CC(c3ccco3)n3ncnc3N2)cc1 (stereo not given)
  -0.1	12.0	-1.0	22.8
[85] COc1ccc(F)cc1C(=O)CSc1nnc(-c2ccco2)o1
  -0.1	-15.7	-1.8	26.8
[86] Cc1ccc2oc(-c3ccc(C)c(NC(=O)c4cc(Br)ccc4Cl)c3)nc2c1
  0.1	-27.0	-1.2	7.3
[87] COC(=O)c1ccc(/C=C(/C#N)C(=O)Nc2cccc([N+](=O)[O-])c2)cc1
  0.2	0.4	0.3	13.2
[88] O=C(c1ccccc1Cl)n1c(=O)oc2ccccc21
  0.5	-20.1	0.9	2.3
[89] NNC(=O)c1ccccc1I
  0.0	-6.4	2.2	-0.5
[90] CCOC(=O)N1CCN(CC(O)COc2ccc(C34CC5CC(CC(C5)C3)C4)cc2)CC1 (stereo not given)
  0.1	-12.0	0.8	4.8
[91] CCc1ccc(NC(=O)CSc2nc3ccsc3c(=O)n2CCCC(=O)NCCc2ccc(S(N)(=O)=O)cc2)cc1
  -0.2	8.2	1.3	-4.4
[92] CCOC(=O)CSc1nc2cc3c(cc2c(=O)n1CCCC(=O)NCc1ccc2c(c1)OCO2)OCO3
  0.1	-7.0	1.3	0.3
